# CASP6 VEID inh: human caspase-6 inhibitors, primary screen, biochemical, VEID-R110 fluorescence, single point, set 2; P55212; purified caspase-6, Z-VEID-R110 cleavage fluorescence; inhibition, % at 12.5 µM; 350,000 tested, 0.53% active; AID 686996, 2013;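 active = mean inhibition across replicates at least about 35%, with every replicate also reaching that limit, limit read from the data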;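 note: 0% = median of neutral control wells and 100% = no fluorescence left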
# Target sequence (P55212 24-179 limits assumed): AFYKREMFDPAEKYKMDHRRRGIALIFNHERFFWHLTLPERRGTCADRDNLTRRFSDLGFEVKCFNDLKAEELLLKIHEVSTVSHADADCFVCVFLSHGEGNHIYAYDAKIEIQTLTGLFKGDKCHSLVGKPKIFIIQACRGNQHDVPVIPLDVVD
# Target sequence (P55212 194-293 limits assumed): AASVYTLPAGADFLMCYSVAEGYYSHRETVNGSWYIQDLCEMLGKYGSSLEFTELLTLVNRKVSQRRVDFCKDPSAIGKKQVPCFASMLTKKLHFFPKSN
# Cneo AK release: Cryptococcus neoformans cell lysis inducers, primary screen, AK release luminescence, single concentration; C. neoformans lysis, adenylate kinase release luminescence, 4 h; normalised: neutral wells 0, clomiphene wells 100; lysis activity, % at 15 µM; 360,000 tested, 0.2% active; AID 651654, 2012;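 active = mean lysis activity across replicates of at least 80%, whatever share of replicates individually reach that level; inactive = mean lysis activity below 80%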
#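 Test system: log-phase Cryptococcus neoformans yeast cells. Input: 5 × 10^6 yeast cells/mL. Medium: fresh YPD growth medium. Doses: single dose. Incubation: static 4 h at 37 °C with compound, 1 h detection. Measured by: luminescent adenylate kinase detection reagent. Read-out: signal increase indicating cell lysis. Benchmarks: Clomiphene.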
# LGR2 inh: inhibitors of bursicon-induced LGR2 CRE-luciferase signal, primary screen, cell-based, HEK293, CRE-luciferase reporter, bursicon stimulation. Drosophila bursicon receptor LGR2 (rickets). bursicon-stimulated, 4 h. inhibition, % at 9.99 µM. 380,000 tested, 0.35% active. AID 720647, 2013;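 active = drop in luminescence signal, shown as inhibition above about 50% in the replicate tests, limit read from the data, passing the limit was not always enough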;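 note: agonist challenge used bursicon conditioned medium at about half maximal strength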
# PAX8 reporter: inhibitors of PAX8-driven TPO luciferase reporter, primary screen, RMG-I cells, single concentration | SteadyGlo, 24 h | inhibition, % at 12.6 µM | 360,000 tested, 1.2% active | AID 652154, 2013;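 active = mean replicate inhibition at least 60% with every replicate also reaching 60%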;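 note: luciferase light reporting Pax8 driven TPO promoter activity; plate controls were median of neutral control wells for no effect and mitoxantrone controls for full effect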
# EWS-Fli inh: EWS/Fli-driven NR0B1 reporter inhibitors, primary screen, A673 cells, NR0B1 luciferase, luminescence, MLPCN library | viability-normalised | inhibition, % at 12.6 µM | 350,000 tested, 0.67% active;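 active = mean inhibition of at least 50% after viability correction, with every replicate also passing that limit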;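 note: firefly luciferase signal divided by Alamar Blue viability fluorescence both relative to DMSO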
# PGC1a acetyl inh: inhibitors of PGC1a acetylation signal, primary screen, cell-based, U2OS, AlphaScreen, inhibitor mode. AID 651687, 2012. AlphaScreen anti-acetyl-lysine; with virally co-expressed GCN5 acetyltransferase. 350,000 tested, 0.17% active. inhibition, % at 15.6 µM;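 active = every replicate shows inhibition of at least 40%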;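 note: 0% = neutral control wells and 100% = positive control wells; some results beyond the cut were filed as inactive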
# FN deposition inh: inhibitors of fibronectin matrix deposition, primary screen, AH1F cells, Alexa488-fibronectin fluorescence, plate reader; inhibition, % at 12.6 µM; 350,000 tested, 0.086% active; AH1F fibroblasts, overnight; AID 743247, 2014;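 active = mean inhibition across replicates of 30% or more, regardless of how many single replicates reach that level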;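 note: positive control wells lacked labelled fibronectin entirely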
#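 Test system: AH1F fibroblast monolayer depositing Alexa488-labelled fibronectin into matrix. Input: 10000 cells per well. Technique: fluorescence, ex 485 nm, em 525 nm. Buffer or medium: DMEM plus 2% serum, read in PBS. Timing: 1 h cell adhesion before compound, then overnight fibronectin incubation. Compound: single dose, pinned. Read-out basis: inhibition from reduced deposited-fibronectin fluorescence.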
# miR122 inh: miR-122 Renilla sensor signal increase in Huh7, primary screen, miR-122 inhibitor project, cell-based, single point, plate reader. Huh7 miR-122 Renilla luciferase sensor, 48 h; neutral wells = 0, positive control = 100. activation (reporter increase), % at 12.5 µM. 340,000 tested, 0.3% active. AID 602342, 2012;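 active = mean replicate activation score at least 90 and every replicate individually at or above 90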;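 note: higher luciferase means less miR-122 activity so hits act as miR-122 inhibitors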
# An asterisk follows results filed as active; . = not tested or not shown; & = joins results of further samples; [ ] = remark or other dose.
# The opening two entries, ahead of the listing:
SMILES,CASP6 VEID inh,Cneo AK release,LGR2 inh,PAX8 reporter,EWS-Fli inh,PGC1a acetyl inh,FN deposition inh,miR122 inh
COc1ccc(OCC(=O)Nc2cc(NC(=O)c3ccco3)ccc2OC)cc1,-3.7,7.0,-4.4,-0.1,-53.3,21.5,-2.7,-3.0
C/C=C/c1ccc2c(c1)O[C@H](CN(C)C(=O)c1ccc(F)cc1)[C@@H](C)CN([C@H](C)CO)S2(=O)=O,0.7,-14.5,-4.8,-3.5,2.7,-9.0,11.2,3.9[16.7 µM]

# This part in full, previewed entries included:
SMILES,CASP6 VEID inh,Cneo AK release,LGR2 inh,PAX8 reporter,EWS-Fli inh,PGC1a acetyl inh,FN deposition inh,miR122 inh
COc1ccc(OCC(=O)Nc2cc(NC(=O)c3ccco3)ccc2OC)cc1,-3.7,7.0,-4.4,-0.1,-53.3,21.5,-2.7,-3.0
C/C=C/c1ccc2c(c1)O[C@H](CN(C)C(=O)c1ccc(F)cc1)[C@@H](C)CN([C@H](C)CO)S2(=O)=O,0.7,-14.5,-4.8,-3.5,2.7,-9.0,11.2,3.9[16.7 µM]
C=CCn1c(C(C)NC(=O)CCC)nc2ccccc21 (stereo unspecified),2.0,.,-0.2,.,2.1,.,.,-8.0
Cc1noc(C)c1NC(=O)N(C)C[C@@H]1Oc2c(NS(=O)(=O)c3cccs3)cccc2C(=O)N([C@@H](C)CO)C[C@@H]1C,0.1,-1.1,-0.3,.,-10.5,-0.7,-6.8,-1.5[16.7 µM]
CN(Cc1ccccc1)C(=O)COc1ccccc1,.,1.5,.,-19.3,.,-4.9,-1.1,-1.7
O=C(COc1ccc(/C=N/NC(=O)c2ccc(O)cc2)cc1)Nc1cccc([N+](=O)[O-])c1,6.3,.,43.7,3.0,1.1,9.6,-9.5,.
CSc1ccccc1C(=O)NCc1ccccc1,-5.8,-6.6,17.0,-13.2,-3.4,-6.5,0.5,-4.8
Cc1ccc(S(=O)(=O)N(C)C[C@@H]2Oc3ccc(NC(=O)Nc4ccccc4)cc3C(=O)N([C@H](C)CO)C[C@@H]2C)cc1,3.4,52.9,3.3,4.3,8.8,-6.3,.,-17.7[16.7 µM]
C[C@@H]1CN([C@@H](C)CO)C(=O)c2cc(NC(=O)c3ccccc3)ccc2O[C@@H](C)CCCCO[C@@H]1CN(C)C(=O)Nc1ccc(C(F)(F)F)cc1,1.1,-0.5,19.2,-1.6,-0.1,.,.,-8.9[16.7 µM]
COc1ccc(C(=O)N2CC(=O)Nc3ccc(C)cc3C2c2ccccc2)cc1 (stereo unspecified),.,0.5,-0.4,-1.2,15.0,.,5.9,-2.1
CCOC(=O)C1C(=O)C=C(c2ccc(NS(C)(=O)=O)cc2)CC1c1ccco1 (stereo unspecified),.,-1.1,.,.,.,-8.8,-7.2,-2.3
CC(C)NC(=O)N(C)C[C@@H]1Oc2c(NC(=O)Nc3ccc4c(c3)OCO4)cccc2C(=O)N([C@H](C)CO)C[C@@H]1C,.,-4.5,-8.9,-25.5,-15.2,2.1,.,-3.8[16.7 µM]
C[C@H](CO)N1C[C@H](C)[C@@H](CN(C)Cc2ccc(C(=O)O)cc2)Oc2ccc(NC(=O)NC3CCCCC3)cc2CC1=O,-0.2,-0.6,15.4,-13.6,12.0,-0.1,.,-1.8[16.7 µM]
CN1C(=O)[C@H]2[C@@H](/C=C/c3ccccc3)N3C(=O)CN(CCO)C(=O)[C@@]3(Cc3ccccc3)[C@H]2C1=O,-2.3,-0.9,.,5.5,-6.3,0.1,-7.1,-4.5
CCS(=O)(=O)N1CCC2(CC1)CN(S(=O)(=O)c1cn(C)cn1)[C@@H](CO)c1[nH]c3cc(OC)ccc3c12,2.7,.,-14.1,-22.6,-12.3,-1.8,.,.
COC(=O)c1cn(NC(=O)c2cccc(F)c2)c(=O)c2ccccc12,.,0.8,.,-15.9,.,8.7,8.9,1.3
CCN(CC)CCN1C(=O)C(O)=C(C(C)=O)C1c1ccccc1[N+](=O)[O-] (stereo unspecified),4.7,-1.8,.,15.1,14.2,9.6,-6.7,1.9
O=C(Cc1ccccc1)N1CC2(C1)[C@H](c1ccccc1)[C@@H](CO)N2C(=O)Cc1ccccc1,1.2,.,-6.4,.,-4.8,4.0,.,.
CC(C)c1ccc(S(=O)(=O)N2CCN(C(=O)C3=COCCO3)CC2)cc1,-0.1,0.2,3.9,-2.3,15.9,-8.3,18.7,-9.9
O=C(O)CNC(=O)c1ccc(NC(=O)/C(=C/c2ccccc2)NC(=O)c2ccccc2Br)cc1,5.0,2.1,-4.6,-7.0,1.7,8.3,5.0,-0.8
CCC(C)c1ccc(OCc2ccc(C(=O)OC)o2)cc1 (stereo unspecified),1.6,.,-99.9,-38.3,-27.6,-9.7,1.3,.
O=C(Nc1ccccc1)N1C[C@H]2[C@@H](c3ccccc31)[C@H](CO)N2C(=O)Cc1ccccn1,-0.9,-11.9,-15.9,-15.7,-38.1,-2.0,.,-5.1[16.7 µM]
COc1ccc(-c2ccc(CN3C(C)C(=O)N(Cc4cn(CCC5OCCO5)nn4)CCS3(=O)=O)cc2)cc1OC (stereo unspecified),2.3,.,6.0,-5.2,-4.5,-5.3,11.2,1.2
CN(C)C(=O)C[C@H]1CC[C@H](NC(=O)C2CC2)[C@H](CO)O1,-0.4,2.7,0.8,.,-1.1,-8.7,-2.5,.
Cc1ccc(Cn2c(NCCc3ccccc3)nc3c2c(=O)n(C)c(=O)n3C)cc1,.,1.9,-1.4,.,.,-3.2,.,-9.9
Cc1c(Cl)cccc1NC(=O)CNC(=O)C1CC(=O)N(CCc2ccccc2)C1 (stereo unspecified),-0.8,-2.3,2.9,11.7,1.9,4.2,2.0,-4.7
CC(=O)c1ccc(NC(=O)CCc2nc3sc4c(c3c(=O)[nH]2)CCCC4)cc1,5.6,.,-2.4,-5.6,7.2,.,-0.5,.
NS(=O)(=O)c1ccc(NC(=O)COc2ncnc3c2cnn3-c2ccccc2)cc1,2.1,-2.7,-4.1,-0.6,9.7,2.6,10.9,-1.8
COCC(=O)N1C[C@@H](C)[C@@H](OC)CN(C)C(=O)c2cc(NC(=O)c3ccc(F)cc3)ccc2OC[C@H]1C,1.2,3.9,2.8,.,-0.6,-2.1,-14.6,-3.2[16.7 µM]
COc1cc2c(cc1OC)C(COc1ccccc1OC)N(C(=O)C(C)(C)C)CC2 (stereo unspecified),-3.0,0.2,-31.6,16.2,4.0,.,3.4,.
CC(C)NC(=O)Nc1cccc2c1O[C@@H](CN(C)CC1CC1)[C@H](C)CN([C@H](C)CO)C2=O,-2.1,-1.4,-3.4,-1.4,-3.0,0.3,.,-2.3[16.7 µM]
Cc1ccc(-n2ncc3c2CC(C)(C)CC3NC(=O)C2CCOCC2)cc1 (stereo unspecified),1.5,-0.2,8.8,.,.,3.9,2.2,1.8
COc1ccc(-c2ccc3c(c2)O[C@H](CN(C)C(C)=O)[C@@H](C)CN([C@@H](C)CO)S3(=O)=O)cc1,3.8,-0.8,-9.7,.,-1.4,3.2,4.8,12.8[16.7 µM]
Cc1ccccc1-n1nc2c(c1NC(=O)CCCl)CSC2,3.4,0.1,7.5,42.2,4.8,-5.2,10.9,-1.9
CCc1nc2ccc(C(=O)N(C)CCCN(C)C)cn2c1N(C)Cc1cc2ccccc2s1,-13.8,1.6,12.0,2.3,25.8,-5.0,7.0,4.4
O=C(NNC(=O)C1CCN(c2ncccn2)CC1)c1ccc(Cl)cc1,-1.2,.,10.9,0.1,-0.1,.,.,.
O=[N+]([O-])c1ccc(-n2cc(-c3ccccc3)nn2)cc1,1.4,-5.2,-49.0,-68.8,-91.7,-7.6,2.0,-1.7
COc1ccc(S(=O)(=O)NC2(C(F)(F)F)NC(=O)N(CCc3ccccc3)C2=O)cc1 (stereo unspecified),-0.5,6.3,13.0,-7.1,-12.1,.,-0.8,.
O=C(CSc1nc2ccccc2[nH]1)NCC1CCCO1 (stereo unspecified),3.2,.,-3.5,-6.3,-14.7,.,-3.7,.
CN1C[C@@H]2[C@H](c3ccccc31)[C@H](CO)N2C(=O)Nc1ccc(F)cc1,-3.3,0.1,1.2,-2.1,13.6,0.7,.,19.2[16.7 µM]

# Three records picked at random from the list so far, as already listed:
SMILES,CASP6 VEID inh,Cneo AK release,LGR2 inh,PAX8 reporter,EWS-Fli inh,PGC1a acetyl inh,FN deposition inh,miR122 inh
CCc1nc2ccc(C(=O)N(C)CCCN(C)C)cn2c1N(C)Cc1cc2ccccc2s1,-13.8,1.6,12.0,2.3,25.8,-5.0,7.0,4.4
COc1ccc(-c2ccc(CN3C(C)C(=O)N(Cc4cn(CCC5OCCO5)nn4)CCS3(=O)=O)cc2)cc1OC (stereo unspecified),2.3,.,6.0,-5.2,-4.5,-5.3,11.2,1.2
O=[N+]([O-])c1ccc(-n2cc(-c3ccccc3)nn2)cc1,1.4,-5.2,-49.0,-68.8,-91.7,-7.6,2.0,-1.7

# (cont.)
SMILES,CASP6 VEID inh,Cneo AK release,LGR2 inh,PAX8 reporter,EWS-Fli inh,PGC1a acetyl inh,FN deposition inh,miR122 inh
O=C(Nc1ccccc1F)N[C@H]1CC[C@@H](CCNS(=O)(=O)c2ccc(Cl)cc2)O[C@H]1CO,-1.5,-2.5,-23.7,18.5,-5.0,2.5,.,-6.9[16.7 µM]
Cc1ccc(S(=O)(=O)N(C)C[C@@H]2Oc3ccc(NS(=O)(=O)c4ccc(F)cc4)cc3CC(=O)N([C@@H](C)CO)C[C@H]2C)cc1,-0.5,-2.0,2.6,5.8,-0.9,-3.5,.,-7.1[16.7 µM]
C[C@H](O)C#Cc1ccc2c(c1)O[C@@H](CN(C)C(=O)c1ccccc1)[C@@H](C)CN([C@@H](C)CO)S2(=O)=O,-0.5,10.8,1.4,.,-4.7,8.8,-3.8,3.7[16.7 µM]
Nc1c(C(=O)OCC(=O)Nc2ccccc2Br)[nH]c(=O)[nH]c1=O,1.4,.,-8.1,8.3,7.0,.,3.0,.
Cc1cc(C)c(NC(=O)COC(=O)COc2ccc3c(C)cc(=O)oc3c2)c(Cl)c1,-0.9,1.1,5.4,-2.9,7.4,-5.1,8.9,-12.3
Cc1ccc(-c2ccc(C3[C@@H]4CN(S(=O)(=O)c5ccccc5)C[C@H]3N4)cc2)cc1 (stereo partly specified),-2.6&-9.3,.,2.7&6.2,-14.3&-1.6,3.7&10.4,-11.3&-37.6,1.1&-3.4,.
CC(=O)Nc1cccc(-c2ccnc3c2CC(C(=O)Nc2ccc(Cl)cc2)O3)c1 (stereo unspecified),-1.9,-1.2,21.3,14.3,-2.2,-0.5,-1.4,6.3
Cc1cc2c(cc1S(=O)(=O)N1CCc3ccccc31)NC(=O)CO2,2.0,-4.1,-21.4,14.7,-13.9,-50.9,19.2,15.6
CC(NC(=O)c1ccc2c(c1)OCCO2)c1ccc(S(N)(=O)=O)cc1 (stereo unspecified),5.2,-2.6,12.5,-0.3,1.0,0.5,4.9,-0.6
Cc1cc(CN2CCC(n3nccc3NC(=O)c3ccccc3C)CC2)n[nH]1,-1.3,0.0,-8.4,0.1,1.7,-1.7,.,-2.7
